# Compound activity from PubChem.
# PAFAH2 inh = inhibitors of human PAFAH2; Q99487; inhibition, % at 3.39 µM; 340,000 compounds, 0.99% hits; recombinant PAFAH2, FP-rhodamine activity probe, fluorescence polarization; AID 492956;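 active = inhibition above the mean over all tested compounds plus 3 SD, cut at about 30% in these data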;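 note: inhibitors block probe labeling of enzyme so polarization drops; 0% = enzyme with DMSO and 100% = wells lacking PAFAH2 protein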
# LYPLA2 inh = counter-screen for PME1 inhibitors: inhibitors of human LYPLA2. 320,000 compounds, 0.38% hits. AID 2177. O95372. recombinant LYPLA2, FP-Rh probe fluorescence polarization. inhibition, % at 5.9 µM;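 active = inhibition above the screen-wide mean plus 3 SD, limit set per campaign, cut at about 26% in these data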;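 note: 0% = LYPLA2 with DMSO and 100% = wells lacking LYPLA2 enzyme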
# Target sequence (O95372 whole entry, looked up): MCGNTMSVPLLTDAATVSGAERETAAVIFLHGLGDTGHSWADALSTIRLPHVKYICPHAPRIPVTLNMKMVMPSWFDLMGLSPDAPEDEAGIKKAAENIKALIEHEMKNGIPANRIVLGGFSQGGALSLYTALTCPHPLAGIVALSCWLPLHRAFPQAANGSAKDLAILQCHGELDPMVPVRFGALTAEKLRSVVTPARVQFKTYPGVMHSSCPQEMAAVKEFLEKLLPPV
# PAD4 inh = inhibitors of human PAD4; recombinant PAD4, RCA probe fluorescence polarization; inhibition, % at 6.36 µM; 330,000 compounds, 0.41% hits; AID 485272;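 active = percent inhibition above a cutoff equal to the mean of all tested compounds plus 3 SD, cut at about 15% in these data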;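 note: 0% = PAD4 with RCA probe and DMSO and 100% = probe without PAD4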
# GSTO1 counter = GSTO1 inhibition, counter-screen for RBBP9 inhibitors; recombinant GSTO1, activity-based probe fluorescence polarization; P78417; inhibition, % at 5.96 µM; 300,000 compounds, 1.1% hits;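 active = inhibition above the campaign mean inhibition plus 3 SD, cut at about 35% in these data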;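 note: 0% = GSTO1-1 with DMSO and 100% = wells lacking GSTO1-1 enzyme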
# Target sequence (P78417 whole entry, looked up): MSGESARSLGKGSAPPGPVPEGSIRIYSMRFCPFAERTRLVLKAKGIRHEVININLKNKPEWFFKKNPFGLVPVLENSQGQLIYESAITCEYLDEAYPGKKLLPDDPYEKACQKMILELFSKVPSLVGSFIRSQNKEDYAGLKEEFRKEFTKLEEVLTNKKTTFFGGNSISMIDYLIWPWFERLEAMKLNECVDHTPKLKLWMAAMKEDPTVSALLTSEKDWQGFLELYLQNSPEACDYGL
# PAFAH1B3 inh = blocks human PAF acetylhydrolase 1B catalytic subunit 3 | Q15102 | recombinant PAFAH1B3, FP-rhodamine probe, fluorescence polarization | inhibition, % at 3.39 µM | 340,000 compounds, 0.28% hits;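 active = inhibition above the screen-wide average of all tested compounds plus 3 SD, cut at about 25% in these data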;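 note: 0% = enzyme with DMSO only and 100% = wells lacking PAFAH1B3 protein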
# Target sequence (Q15102 whole entry, looked up): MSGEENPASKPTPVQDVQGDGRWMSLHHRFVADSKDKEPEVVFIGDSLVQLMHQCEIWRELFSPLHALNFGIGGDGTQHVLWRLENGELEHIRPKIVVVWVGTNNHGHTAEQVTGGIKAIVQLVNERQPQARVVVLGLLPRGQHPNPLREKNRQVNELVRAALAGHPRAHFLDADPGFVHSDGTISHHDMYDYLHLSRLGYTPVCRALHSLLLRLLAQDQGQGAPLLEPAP
# LYPLA1 inh = blocks human lysophospholipase 1, a PME1 counter-screen | recombinant LYPLA1, FP-Rh probe fluorescence polarization | O75608 | inhibition, % at 5.9 µM | 320,000 compounds, 0.16% hits;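 active = inhibition above the mean of all tested compounds plus 3 SD, set per campaign, cut at about 14% in these data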;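 note: inhibitors block serine hydrolase probe labeling of LYPLA1 so polarization falls; 0% = enzyme with DMSO and 100% = wells lacking LYPLA1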
# ZTA DNA inh = counter-screen for EBNA-1 inhibitors: inhibitors of Epstein-Barr virus ZTA; inhibition, % at 11 µM; 320,000 compounds, 0.15% hits; ZTA-DNA binding, fluorescence polarization; in the data active = inhibition above about 33%
# Target sequence (P03206 whole entry, looked up): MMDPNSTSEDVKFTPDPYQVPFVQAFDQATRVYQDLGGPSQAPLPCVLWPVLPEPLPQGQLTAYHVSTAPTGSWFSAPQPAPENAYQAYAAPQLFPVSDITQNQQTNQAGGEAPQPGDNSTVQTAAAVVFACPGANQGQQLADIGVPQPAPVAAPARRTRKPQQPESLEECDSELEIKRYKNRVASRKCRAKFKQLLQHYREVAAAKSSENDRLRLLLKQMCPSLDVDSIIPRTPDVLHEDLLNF
# EBNA-1 inhibitor = blocks EBNA-1 binding to DNA; EBNA-1 DNA binding, fluorescence polarization; inhibition, % at 14.8 µM; 300,000 compounds, 0.34% hits; in the data active = inhibition above about 28%
# PREPL inhibitor = inhibitors of human prolyl oligopeptidase-like enzyme PREPL. 320,000 compounds, 0.68% hits. AID 2751. recombinant PREPL, fluorescence polarization activity-based probe. inhibition, % at 5.96 µM. Q4J6C6; in the data active = inhibition above about 43%;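 note: 0% = enzyme with DMSO and 100% = wells lacking enzyme; many of its hits are not listed in these tables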
# An asterisk follows results filed as active; · = not tested or not shown. Only part of the results is shown (hit frequency here may not be typical).
mol,GSTO1 counter,PAFAH1B3 inh,PREPL inhibitor,LYPLA1 inh,LYPLA2 inh,PAFAH2 inh,PAD4 inh,ZTA DNA inh,EBNA-1 inhibitor
CC1(C)CC(=O)C2=C(C1)N(c1ccc(F)cc1)C(=O)C2(NC(=O)c1ccccc1)C(F)(F)F (stereo unspecified),-5,·,-1,-2,-1,·,-2,0,1
CC(C)Oc1ccc(CCC(=O)NNC(=O)CCC(=O)O)cc1,6,-1,-10,0,1,-1,2,9,4
COc1ccccc1-c1cc(C(=O)NCCN2CCOCC2)no1,6,11,-1,-2,-3,3,4,-6,-6
COC(=O)c1cc(COc2ccc3oc(C)c(C(=O)OC)c3c2)c(C)o1,2,1,-6,-2,0,1,0,-4,0
CC(OC(=O)c1cccc(S(=O)(=O)N2CCCC2)c1)C(=O)c1ccccc1 (stereo unspecified),0,-6,3,-2,5,-1,-4,1,7
CSc1nc2nc(-c3ccccc3)cc(C(F)(F)F)n2n1,1,10,1,-1,-6,-1,-3,-23,5
COc1ccc(C)cc1NC(=O)C1CCCN(S(=O)(=O)c2ccc3c(c2)CCCN3C(C)=O)C1 (stereo unspecified),2,-2,2,-1,-10,1,0,-3,-8
COC(=O)C1=C(c2ccc(OC)cc2)OC(=O)C1(C)C,2,-10,10,-3,-10,2,5,0,0
O=C(NCCO)/C(=C\c1ccc([N+](=O)[O-])o1)NC(=O)c1ccccc1,-1,-2,4,-3,7,-2,-10,-19,1
N#CCCNCC1(c2ccccc2)CCCC1,0,-5,-2,2,-2,2,2,-9,-7
Cc1cc2[nH]ncc2cc1NC(N)=S,0,5,5,-2,1,-3,0,10,-4
COc1ccc(CCNc2ncnc3c2c(C)c(C)n3CCCN(C)C)cc1OC,5,6,20,4,11,-8,-5,2,-8
COc1ccc(Cl)cc1C(=O)Nn1cnc2ccccc2c1=O,6,9,6,0,13,6,2,-10,-10
O=c1[nH]c(=S)[nH]nc1Cc1ccc(Cl)c(Cl)c1,-6,1,6,-2,7,-3,-2,-10,-1
Cc1ccc(OCc2nc(-c3ccccc3)no2)cc1,-1,-5,3,3,-3,3,1,19,15
Cn1c(N)c(C(=O)COC(=O)CCCc2nc3ccccc3s2)c(=O)n(C)c1=O,8,14,9,-2,0,-1,-1,-8,-6
COc1ccc(-c2csc(N(CCCN(C)C)C(=O)c3cccs3)n2)cc1,0,9,-19,2,4,-5,-1,10,6
C=CCOC(=O)N1CCN(c2cccc(C(F)(F)F)c2)CC1,2,9,-7,0,6,4,0,-12,-4
COc1cccc(NC(=O)CN2CCN(c3ccccc3F)CC2)c1,-2,6,19,7,9,6,-4,-17,1
CCOc1ccccc1N(CC(=O)Nc1cccc2ccccc12)S(C)(=O)=O,5,8,0,5,4,-28,0,8,-1
CC(C)(C)C(=O)NC(=S)N1CCOCC1,4,6,-2,0,-9,-1,-5,-5,-1
Cc1ncc(CC(=O)n2cc(C(=O)c3cc(Cl)ccc3O)cn2)s1,11,13,-2,0,-2,4,1,3,-11
Cc1cc(NC(=O)COC(=O)[C@@H](NS(=O)(=O)c2ccc(Br)cc2)C(C)C)no1,-4,7,5,-1,2,7,-3,-9,1
CCCS(=O)(=O)N1CCN(c2cc3c(cc2[N+](=O)[O-])n(C)c(=O)n3C)CC1,2,7,13,3,1,-2,-7,-8,-12
COc1ccc(C(CC(=O)O)NC(=O)c2ccccc2)cc1OC (stereo unspecified),5,2,4,-3,-10,0,-2,-9,-10
CCOc1ccc2nc(COC(=O)c3ccco3)c(C(C)=O)[n+]([O-])c2c1,3,4,2,-2,6,16,-4,2,-9
CCc1cccc(NC(=O)C2CCN(S(=O)(=O)c3cccs3)CC2)c1,-1,5,-10,1,3,3,0,1,-10
O=C(Nc1ccccc1)NC(Cc1ccc(O)cc1)C(=O)O (stereo unspecified),3,7,-2,0,3,-5,-7,18,-5
COc1ccc(OC)c(N(CC(=O)Nc2ccccc2)S(C)(=O)=O)c1,7,6,-3,5,-1,-4,-2,6,-3
O=C1OC(c2ccco2)=N/C1=C\c1ccc(-c2cccc(C(F)(F)F)c2)o1,-41,3,6,2,-5,10,-10,2,0

mol,GSTO1 counter,PAFAH1B3 inh,PREPL inhibitor,LYPLA1 inh,LYPLA2 inh,PAFAH2 inh,PAD4 inh,ZTA DNA inh,EBNA-1 inhibitor
COCCNC(=O)C(c1ccccc1)N(C(=O)Cn1nnc2ccccc21)c1cccnc1 (stereo unspecified),-1,5,2,5,7,-4,1,7,-9
Cc1ccc(S(=O)(=O)NCC23C=CC(O2)C2C(=O)N(c4ccccc4)C(=O)C23)cc1 (stereo unspecified),6,8,-12,-3,1,-10,3,-7,6
Cc1ccc(Cn2nnc3c(=O)[nH]c(C4CCN(S(=O)(=O)c5cc(C)ccc5C)CC4)nc32)cc1,-18,-4,-1,-26,-37,-14,-3,9,4
Cc1ccccc1NC(=O)CSc1nn2c(=O)c(C)nnc2s1,7,1,4,2,4,6,-2,1,-12
CS(=O)(=O)Nc1ccc(C(=O)Nc2ccc(S(=O)(=O)N3CCCC3)cc2)cc1,-1,7,6,1,-6,4,-4,12,-19
COc1ccc(OC)c(/C=N/NC(=O)CCc2ccc(O)c(O)c2)c1,36*,-1,3,-2,-2,3,3,-2,2
Cc1ccn(C)c(=N)c1,-5,5,0,0,2,3,0,10,1
O=C(Nc1ccc(S(=O)(=O)N2CCc3ccccc32)cc1)c1ccco1,-11,-4,-1,-15,-13,-11,2,-17,16
O=C(/C=C\c1ccc2c(c1)OCO2)NC1(C(=O)Nc2ccc3c(c2)OCCO3)CCCCC1,5,-1,8,3,4,-5,3,-16,-5
CCC(=O)Nc1cc2c(cc1C(C)=O)OCCO2,0,6,-1,2,1,2,-4,-7,-8
Cn1cc(CN2CCN(c3cnccn3)CC2)c(-c2cccc(Cl)c2)n1,-1,5,6,-2,-7,4,1,-9,-2
CCCCN(C(=O)COc1ccc(C)cc1OC)c1c(N)n(CCC)c(=O)[nH]c1=O,10,8,-2,2,5,5,1,-17,-1
CC1(C)CC(=O)C=C(c2ccc(Oc3ccccc3)cc2)C1,·,2,16,3,1,-5,-5,3,·
CCOCCOC(=O)c1[nH]c2c(c1C)C(=O)CC(c1ccccc1)C2 (stereo unspecified),0,8,-6,-1,-3,-2,-2,7,0
COc1ccc(-c2nnc3c4ccccc4c(C)nn23)cc1,-3,7,2,-4,-3,-6,1,-5,0
CCOC(=O)c1nc(N/N=C/c2ccccc2)sc1Br,51*,3,5,-1,-5,-2,-4,10,8
O=C(NCc1ccc2c(c1)OCO2)c1ccc(N2CCCC2=O)cc1,3,-1,6,0,2,8,0,9,11
COC(=O)c1cc(NC(=O)C2C3C=CC(C3)C2C(=O)O)cc(C(=O)OC)c1 (stereo unspecified),1,1,9,1,4,-5,0,-5,10
CCOC(=O)N1CCN(C(=O)CSc2nnc(-c3ccc(C)c(C)c3)o2)CC1,2,2,3,-1,10,3,-5,0,5
C[C@H](O)[C@@H](C(=O)N1CCN(C(=O)OC(C)(C)C)CC1)n1cc(CCCCNC(=O)OC(C)(C)C)nn1,3,0,5,3,6,-3,-2,-1,5
CN(C(=O)COC(=O)c1cc(=O)[nH]c2ccccc12)c1ccccc1,·,7,22,·,·,3,3,·,·
O=C(c1cc(-c2cccc(O)c2)on1)N1CCN(C(c2ccccc2)c2ccccc2)CC1,-9,-14,-8,-29,-66,-32,0,7,-4
COc1ccc(C2(C)NC(=O)N(CC(=O)N(c3ccccc3)C3CCS(=O)(=O)C3)C2=O)cc1 (stereo unspecified),·,1,24,·,·,2,1,·,·
COc1ccc(CCNC(=O)CSc2nnc(CNc3ccc(Cl)cc3)o2)cc1OC,3,2,-5,2,4,5,-2,-10,-12
C[C@H](NC(=O)c1ccco1)C(=O)N1CCN(c2ccc(C(F)(F)F)cn2)CC1,·,13,5,·,·,3,0,·,·
COc1ccc(CCN(C)CCC(=O)Nc2cc(C)ccc2C)cc1OC,-5,-4,-8,-3,-2,-4,-1,-11,-12
CCn1ncc([N+](=O)[O-])c1C(=O)Nc1c(C)nn(Cc2ccc(F)cc2)c1C,-4,0,0,2,2,-4,0,9,-8
CC(=O)CCc1oc2ccccc2c1-c1ccccc1,1,9,-7,-1,0,11,-6,4,3
Cc1oc(-c2ccccc2Cl)nc1CSCC(=O)NC1CC1,2,-3,0,-2,-2,-2,2,-15,-22
CCc1ccc(OCC(=O)Nc2ccc3[nH]ncc3c2)cc1,0,0,20,0,5,-3,-1,10,3

mol,GSTO1 counter,PAFAH1B3 inh,PREPL inhibitor,LYPLA1 inh,LYPLA2 inh,PAFAH2 inh,PAD4 inh,ZTA DNA inh,EBNA-1 inhibitor
O=S(=O)(NNC(=S)NCC1CCCO1)c1cc(Cl)ccc1Cl (stereo unspecified),-2,6,2,3,0,3,-1,14,10
COc1ccc(C)cc1NC(=O)CN1CCN(S(=O)(=O)c2ccc3ccccc3c2)CC1,·,-3,-6,-5,-2,0,2,-3,·
CN(C)CC/C=C1\c2ccccc2CSc2ccccc21,4,-3,-40,1,2,-4,-2,-15,1
O=[N+]([O-])c1ccc(Cl)c(/C=N/n2c(COc3ccccc3)n[nH]c2=S)c1,19,0,-14,7,5,-4,-2,-3,-5
O=C(CCN1CCN(c2ccccn2)CC1)Nc1ccc(F)cc1,-1,4,-1,4,13,6,-1,-8,2
CN(C)S(=O)(=O)c1ccc(NC(=O)CN2C(=O)NC3(CCCC3)C2=O)cc1,-5,10,-3,-5,-5,-4,3,5,5
Cc1cc(Cl)c(S(=O)(=O)Nc2ccc3c(c2)OCCO3)cc1OCC(=O)NC1CCCCC1,4,-2,-3,-2,0,1,-6,3,7
Cc1ccc(CNCC(=O)Nc2ccc(C)cc2Br)cc1,-2,-1,1,2,5,1,-4,10,3
CCOC(=O)c1cc2sccc2n1CC(=O)Nc1ccc(OC)cc1OC,-5,4,21,1,6,8,-4,-1,11
CCOc1ccccc1NC(=O)CSc1ccccc1,2,7,-11,0,-10,6,-2,3,15
COc1ccc(C(C)(C)C)cc1NC(=O)COc1ccc(-c2nnco2)cc1,·,0,2,·,·,-4,-2,·,·
COc1ccccc1NC(=S)N(CCN1CCOCC1)Cc1ccccc1F,0,3,7,5,7,7,-3,-24,-2
Cc1ccc(Sc2cnccc2C#N)cc1,4,17,-9,3,12,-13,2,-1,5
Cc1cc(Oc2ncccc2[N+](=O)[O-])c2cc(Cl)ccc2n1,-10,2,15,1,5,-1,3,-2,-6
O=S(=O)(Nc1ccc(Cl)cn1)c1cnc(Cl)c(Br)c1,17,-1,-2,-2,3,12,2,-18,-3
Clc1cccc2sc(N3CCCC3)nc12,-4,-2,7,-3,1,-3,1,-1,-10
Cc1[nH]c2ccccc2c1/C=N/NC(=O)CNC(=O)c1ccc2c(c1)OCO2,-7,-6,-1,-2,-1,-4,4,-15,3
N#C[C@@H]1[C@@H]2C(=O)N(c3ccc4c(c3)OCCO4)C(=O)[C@@H]2C2c3ccccc3C=CN21 (stereo partly specified),14,·,9,-4,-3,·,-10,-2,1
CCOc1ccc(C2NC(=O)c3ccccc3O2)cc1 (stereo unspecified),5,5,6,0,4,-7,-7,11,11
CS(=O)(=O)c1ccccc1C(=O)N(CCc1ccccc1)Cc1ccccc1,4,6,10,-2,9,-5,1,-2,-10

# Just LYPLA2 inh, PAD4 inh and PAFAH1B3 inh (2 entries from above):
Structure	LYPLA2 inh	PAD4 inh	PAFAH1B3 inh
O=S(=O)(NNC(=S)NCC1CCCO1)c1cc(Cl)ccc1Cl (stereo unspecified)	0	-1	6
Cc1cc(Cl)c(S(=O)(=O)Nc2ccc3c(c2)OCCO3)cc1OCC(=O)NC1CCCCC1	0	-6	-2
